GlmU inhibition: inhibition of mycobacterial GlmU enzyme – biochemical, glucosamine-1-phosphate acetyltransferase (AID 1376). inhibition, %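 (tested at 30 µM in the primary screen)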; hits with a dose series show IC50 in µM. 220,000 compounds, 0.25% hits. M. tuberculosis GlmU acetyltransferase enzyme assay; higher % means a stronger effect; in the data active = inhibition above about 13%;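 note: 0% = complete reaction with vehicle and 100% = reaction without substrate; strong numbers were not always called active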
RmlCD inh 1536: blocks M. tuberculosis RmlC and RmlD coupled enzymes; inhibition, % at 3.6 µM; 160,000 compounds, 0.03% hits; RmlC+RmlD coupled enzyme assay, percent inhibition; primary screen in compound mixtures; P9WH09+P9WH11; in the data active = inhibition mostly above about 34%, no sharp cut-off; note: some results filed as inactive read as strong as hits
Target sequence (P9WH09 whole entry, looked up): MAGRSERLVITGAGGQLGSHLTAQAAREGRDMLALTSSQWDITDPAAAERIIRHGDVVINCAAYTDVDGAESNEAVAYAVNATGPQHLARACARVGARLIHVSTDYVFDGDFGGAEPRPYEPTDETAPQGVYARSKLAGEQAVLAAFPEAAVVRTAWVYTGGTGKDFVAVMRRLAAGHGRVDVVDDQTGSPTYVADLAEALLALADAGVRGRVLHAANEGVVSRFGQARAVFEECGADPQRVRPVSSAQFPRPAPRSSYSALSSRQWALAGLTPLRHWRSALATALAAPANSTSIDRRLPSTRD
Target sequence (P9WH11 whole entry, looked up): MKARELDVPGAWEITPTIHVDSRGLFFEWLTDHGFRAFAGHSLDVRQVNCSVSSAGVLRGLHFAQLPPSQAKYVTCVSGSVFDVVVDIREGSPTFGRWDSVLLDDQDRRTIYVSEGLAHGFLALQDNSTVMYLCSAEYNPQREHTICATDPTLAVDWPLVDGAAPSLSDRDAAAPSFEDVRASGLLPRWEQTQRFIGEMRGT
* hit, by the source's call; . = not tested or not shown. Only part of the results is shown, so the mix of outcomes need not match the whole.

Fields: GlmU inhibition, RmlCD inh 1536
O=C(CN1c2cccc3cccc(c23)S1(=O)=O)Nc1cccc(S(=O)(=O)N2CCOCC2)c1
 : -0.4%, 1.8
CCC(C)n1c(/C=C/c2ccccc2)nc2ccccc21 (stereo unspecified)
 : -0.8%, .
CCc1nc(SCC(=O)NCc2ccco2)c2c(=O)n(C)c(=O)n(C)c2n1
 : -4.7%, .
COc1ccc(OC)c(S(=O)(=O)NCc2cn3c(C)csc3n2)c1
 : 0.5%, 15.4
COCCn1c(SCC(=O)Nc2ccc(OC)cc2)nc2c(oc3ccccc32)c1=O
 : -0.3%, -5.4
Cc1ccc(C(=O)Nc2ccccc2N2CCCCC2)cc1[N+](=O)[O-]
 : -0.5%, 42.6
N#C/C(=C/c1cccn1-c1cccc(C(=O)O)c1)c1ccc(F)cc1
 : 2.9%, -9.5
COC(=O)c1ccc(CN2CCC(CO)(Cc3ccc(OC)cc3)CC2)cc1
 : -2.5%, -9.6
O=C(C1CCCN(S(=O)(=O)c2cccc3nonc23)C1)N1CCC(Cc2ccccc2)CC1 (stereo unspecified)
 : -2.7%, 9.8
O=C(NNC(=O)c1cnccn1)c1ccc(Cl)cc1
 : -3.5%, 3.2
CC1CC(CN)CC(CO)C1 (stereo unspecified)
 : 4.0%, -5.5
COc1ccccc1NC(=O)c1ccccc1NS(=O)(=O)N1CCCC1
 : 0.1%, .
O=C(N/N=C/c1ccc(Br)s1)c1ccccn1
 : 1.1%, .
Cc1csc2ncc(C(=O)NCCc3ccccc3)c(=O)n12
 : 4.2%, 2.2
O=C(N/N=C/c1ccc([N+](=O)[O-])cc1)c1ccc2nc[nH]c2c1
 : 1.3%, 11.0
Cc1nonc1N1CCN(Cc2cn[nH]c2-c2ccc(F)cc2F)CC1
 : 1.2%, 7.4
COc1ccc(C2(C(=O)NCC3CCCO3)CCOCC2)cc1 (stereo unspecified)
 : 0.5%, 4.5
C=CCn1c(SCc2c(C)noc2C)nc2sc(C)c(C)c2c1=O
 : 2.3%, -2.7
COC(=O)C1SCC2C(=O)N(Cc3ccc(F)cc3)CC(=O)N21 (stereo unspecified)
 : -2.7%, 3.1
O=C(NC(NNc1ccc([N+](=O)[O-])cc1)(C(F)(F)F)C(F)(F)F)c1ccc(Cl)cc1
 : 1.0%, .
CC(=O)N1c2c(cc(Br)cc2S(=O)(=O)NCC2COc3ccccc3O2)CC1C (stereo unspecified)
 : -4.8%, 1.0
COc1cc(CNc2ccc(CNc3ncn[nH]3)cc2)ccc1OCC(=O)NC(C)(C)C
 : -7.8%, -0.3
Cn1c2ccccc2c(=O)c2c(=O)n(Cc3ccco3)c(-c3ccc(F)cc3)nc21
 : 1.4%, 6.7
CC(C)c1nc(-c2c(N)n(C)c(=O)n(C)c2=O)sc1C(=O)C(C)(C)C
 : 1.1%, .
CC(=O)n1cc(N(C(=O)CCl)c2ccc(C)cc2)c2ccccc21
 : 4.8%, -8.9
CCOC(=O)C1=C(c2ccccc2)NC(=S)NC1c1ccc(C)c([N+](=O)[O-])c1 (stereo unspecified)
 : 2.7%, -14.6
C=C(C)CN1C(=O)C(=O)N(CC(=C)C)C1=O
 : 6.8%, -2.5
CCOC(=O)C1(Cc2ccccc2Cl)CCN(C(=O)CCn2ccnc2C)CC1
 : -6.4%, -9.9
O=c1c2c(-c3ccc([N+](=O)[O-])cc3)csc2nc2n1CCCCC2
 : 3.8%, -5.0
CC(C)CN1CCN(Cc2ccccc2C(F)(F)F)CC1CCO (stereo unspecified)
 : -0.7%, .

Looked up one by one from above (two):
Fields: GlmU inhibition, RmlCD inh 1536
CCOC(=O)C1=C(c2ccccc2)NC(=S)NC1c1ccc(C)c([N+](=O)[O-])c1 (stereo unspecified)
 : 2.7%, -14.6
COc1cc(CNc2ccc(CNc3ncn[nH]3)cc2)ccc1OCC(=O)NC(C)(C)C
 : -7.8%, -0.3

The listing continues.
Fields: GlmU inhibition, RmlCD inh 1536
COCCCNC(=O)CN(c1cccc(Cl)c1)S(C)(=O)=O
 : 7.6%, 48.1
CC1CCCN(c2ccc(C(=O)Nc3ccc4c(c3)OCO4)cc2[N+](=O)[O-])C1 (stereo unspecified)
 : 1.9%, 2.0
CN1C=CC(=C2C(=O)c3ccccc3C2=O)C=C1
 : 8.4%, -4.8
O=C1NCCN(Cc2ccc(-c3ccccc3)cc2)C1CC(=O)N1CCN(CCO)CC1 (stereo unspecified)
 : -1.6%, .
O=C(NCC1COc2ccccc2O1)c1ccc(NC(=O)C2CCCO2)cc1 (stereo unspecified)
 : -3.0%, 5.0
O=C(COC(=O)C1CCCCC1)Nc1ccc(S(=O)(=O)N2CCOCC2)cc1
 : 3.6%, -9.3
O=C(CN1C(=O)C(=O)N(Cc2ccccc2)C1=O)Nc1cc(Cl)cc(Cl)c1
 : 1.3%, 16.5
Cn1cccc1/C=N/NC(=O)c1ccncc1
 : 3.1%, 23.0
CSc1nc(=NC(C)=O)ss1
 : 5.9%, 27.8
CC(C)(C)c1nc(S(=O)(=O)c2ccc(Cl)cc2)c(N2CCOCC2)o1
 : 0.3%, .

Overlap with the part before: 5 compounds; new compounds follow.
structure | GlmU inhibition | RmlCD inh 1536
O=C(COC(=O)C1CCCCC1)Nc1ccc(S(=O)(=O)N2CCOCC2)cc1 | 3.6% | -9.3
O=C(CN1C(=O)C(=O)N(Cc2ccccc2)C1=O)Nc1cc(Cl)cc(Cl)c1 | 1.3% | 16.5
Cn1cccc1/C=N/NC(=O)c1ccncc1 | 3.1% | 23.0
CSc1nc(=NC(C)=O)ss1 | 5.9% | 27.8
CC(C)(C)c1nc(S(=O)(=O)c2ccc(Cl)cc2)c(N2CCOCC2)o1 | 0.3% | .
O=C(N/N=C/C1CC2CCC1C2)c1ccc2c(c1)OCO2 (stereo unspecified) | -1.7% | 42.1
O=c1c2cc(N3CCOCC3)ccc2[nH]c(=S)n1Cc1ccccc1Cl | 1.4% | 6.8
Cc1cccc(-n2c(C)cc(C(=O)NC3CCCCC3)c2C)c1 | -1.2% | -10.7
CC1(OC(=O)c2cccs2)C(=O)C=C2C=C(c3ccsc3)OC=C2C1=O (stereo unspecified) | 5.6% | .
COc1ccc(CN2C(=O)NC3(CCCCCC3)C2=O)cc1F | 1.0% | .
O=C(CNC(=O)c1ccc(S(=O)(=O)N2CCCC2)cc1)N/N=C/c1ccccc1 | 2.9% | 2.4
CN1CCN(CC(=O)N/N=C/c2ccc(F)c(F)c2)CC1 | 7.2% | 21.2
NC(=O)CC[C@H](NC(=O)c1ccc(F)cc1)C(=O)OCC(=O)Nc1ccc(N2CCOCC2)cc1 | -3.2% | -7.9
COc1ncccc1-c1nnn(-c2ccccc2)n1 | 0.1% | .
Clc1cccc(/C=N/Nc2nc(Cl)nc3ccccc23)c1 | -3.2% | -5.0
CC(C)=CC(=O)Nc1ccc(Br)cc1 | -1.5% | -5.6
O=C(CSc1cccc[n+]1[O-])Nc1cc(S(=O)(=O)N2CCOCC2)ccc1N1CCOCC1 | -5.4% | -1.4
Nc1[nH]c(N=NC(=O)c2ccc(F)cc2)c2ccccc12 | 9.9% | 4.7
Cn1c(O)c(/C=N/Nc2ccccc2)c(=O)n(C)c1=O | 0.4% | 5.9
CCN(CC)CC(C)OC(=O)COc1ccc(OC)cc1 (stereo unspecified) | 3.0% | .
CCCCCCC[C@H](N)[C@H](O)C(=O)N(C)[C@@H](CCS(C)=O)C(=O)N[C@@H](Cc1ccc(O)cc1)C(=O)N[C@@H](Cc1ccc(O)cc1)C(=O)O (stereo partly specified) | -2.7% | .
COc1ccc(-c2cc(C(F)(F)F)nc(SCC(=O)Nc3sc4c(c3C#N)CCC4)n2)cc1 | 0.7% | 8.1
Cc1cccc(C2CC(c3ccccc3)Nc3nc(N)nn32)c1 (stereo unspecified) | 0.8% | -5.2
O=C(NNC(=O)c1ccc(NC(=O)c2ccccc2)cc1)Nc1ccccc1 | 0.6% | 2.4
O=C(NCC(=O)N(c1ccccc1)C(C(=O)NC1CCCC1)c1cccnc1)c1cccs1 (stereo unspecified) | 5.0% | .
COc1cc(C(C(=O)NC(C)(C)C)N(C(=O)CNC(=O)c2cccs2)c2ccc(C(C)C)cc2)cc(OC)c1OC (stereo unspecified) | 2.2% | .
C=CCN(C(=O)CNS(=O)(=O)c1ccccc1)C(C(=O)NCCOC)c1ccncc1 (stereo unspecified) | -0.6% | -4.7
COc1ccc(S(=O)(=O)CC(O)CN2CCCC2=O)cc1 (stereo unspecified) | 2.6% | 3.7
COc1ccc2[nH]c(=O)c(CN(C(=O)c3cccnc3)c3cc(C)ccc3C)cc2c1 | -2.0% | .
CN(CC(=O)Nc1cccc(F)c1)CC(=O)Nc1ccc(Cl)cc1[N+](=O)[O-] | -3.7% | -6.9
CC(=O)NCC(=O)Nc1ccc(Br)cc1C(=O)c1ccccc1 | 4.4% | .
CC(C)OCCCNC(=O)Cc1ccc(Br)cc1 | 3.5% | 3.7
Cc1ccc(S(=O)(=O)N2CCC(C(=O)NNC(=O)c3cccnc3)CC2)cc1 | -1.7% | 3.4
Cc1ccc(S(=O)(=O)N2CCN(CC(=O)N/N=C\c3ccc(Cl)c([N+](=O)[O-])c3)CC2)cc1 | -4.3% | 3.1
Cc1nc2ccc(S(=O)(=O)NCC(=O)N3CCN(c4ccccn4)CC3)cc2s1 | -0.8% | .
COc1ccc(CCNC(=O)CSc2nc3ccccc3c3nc(CCN4CCCCC4)nn23)cc1OC | 0.7% | 44.0
COC(=O)CCn1[nH]c(=O)c2ccccc2c1=O | 2.3% | -8.7
CCOC(=O)C1CCCN(C(=O)c2cncc(Br)c2)C1 (stereo unspecified) | 5.7% | -16.9
CC(=O)c1cc(CN2CCN(Cc3ccc(C)cc3)C(CCO)C2)cs1 (stereo unspecified) | 1.1% | -8.9
COC(=O)c1cccc(NC(=O)CSc2nnc(C)n2C)c1 | 1.5% | .
COc1ccccc1NC(=S)N1CCN(C(=O)c2ccco2)CC1 | 4.1% | 13.8
CCOC(=O)C1=C(C)N(Cc2ccccc2)C(=O)NC1c1ccccc1OS(=O)(=O)c1ccccc1[N+](=O)[O-] (stereo unspecified) | -3.0% | .
O=C(c1ccc(Cl)cc1)c1cnc2ccccn12 | 3.7% | .
Cc1ccc(C(C(=O)NC2CCCCC2)N2CCC3(CC2)OCCO3)cc1 (stereo unspecified) | 3.2% | 2.8
Cc1ccc(C)c(CSc2ncccc2C(=O)O)c1 | -0.6% | .
O=C(O)CCNc1nc(-c2ccccc2)nc2ccccc12 | 0.9% | -7.2
CCN1C(C#N)=C(C#N)N=C(C)CC1(C)C | -3.9% | 3.8
C=C(C)C1Cc2cc3ccc(=O)oc3cc2O1 (stereo unspecified) | -5.3% | .
O=c1c2ccccc2nc(/C=C/c2ccc([N+](=O)[O-])cc2)n1CCCO | 3.7% | -9.6
O=C(c1cc2c(s1)CCC2)N1C(=O)c2ccccc2S1(=O)=O | -4.3% | -2.7
O=C(c1ccco1)N1CCN(CC(O)COc2ccc3oc4ccccc4c3c2)CC1 (stereo unspecified) | 3.1% | .
Cc1ccc(-c2onc3ccc(C4(C)OCCO4)cc23)cc1 | 4.8% | -5.3
CS(=O)(=O)N(Cc1ccccc1)c1ccc(C(=O)N2CCN(c3cccc(Cl)c3)CC2)cc1 | 0.1% | .
O=C(COC(=O)Cn1cnc2ccccc21)Nc1ccc2c(c1)OCCO2 | -1.8% | -1.1
CCn1c(CNC(=O)c2ccc(OC)c(OC)c2)nnc1SCC(=O)c1ccc(OC)cc1 | -3.2% | 3.4
CCCC1CCC(=NNS(=O)(=O)c2ccc(C)c([N+](=O)[O-])c2)CC1 (stereo unspecified) | -3.2% | 17.9
O=C(Cn1ccc([N+](=O)[O-])n1)N1CCCc2ccccc21 | 1.7% | -6.3
Cc1ccc(S(=O)(=O)N(C)CC(=O)N2CCOCC2)cc1 | 2.0% | 4.9
CCN(CCn1cccn1)Cc1nc(-c2ccc(OC)cc2)no1 | 0.1% | -6.1
Cc1cc(C)nc(NCC(O)CNc2ccccc2C)n1 (stereo unspecified) | 2.1% | 7.6
C/C(=N\NC(=O)c1cccc(N/N=C(\C)c2ccc([N+](=O)[O-])cc2)c1)c1ccc([N+](=O)[O-])cc1 | -0.3% | .
O=C(O)c1ccccc1-c1csc(-c2ccccc2)n1 | 2.3% | 7.9
C=CCn1c(O)c(C(C)=NCCN2CCCCC2)c(=O)[nH]c1=O | -1.6% | 1.0
Cc1ccc(S(=O)(=O)Nc2ccc(N=Nc3ccc(O)cc3)cc2)cc1 | 3.2% | .
O=C(CSc1ncn[nH]1)NCc1ccccc1 | 2.2% | -6.5

New compounds follow.
structure | GlmU inhibition | RmlCD inh 1536
CC(=O)N1CCN(Cc2nc3cc(NC(=O)Nc4ccccc4)ccc3n2C)CC1 | -3.7% | .
C=CCSc1nnc2c(n1)OC(c1cccnc1)N(C(C)=O)c1ccccc1-2 (stereo unspecified) | -3.2% | 4.3
Cc1cccc(C(=O)NCCc2ccc(S(N)(=O)=O)cc2)c1[N+](=O)[O-] | 2.3% | -6.0
Cc1cccc(NC(=O)c2sc(-c3ccccc3)nc2-c2ccc([N+](=O)[O-])cc2)c1 | 1.1% | 10.7
C/C(CCc1oc2ccc(Cl)cc2c1-c1ccc(C)o1)=N\O | 1.3% | .
CN(C)/C=N/c1ncc(-c2ncc(C(F)(F)F)cc2Cl)cn1 | -8.8% | -5.8
COc1ccc(-c2oc3ncnc(N)c3c2-c2ccccc2)cc1 | 1.1% | -0.7
COCCCNC(=O)c1ccc(Cn2c(=O)c3ccccc3n(Cc3ccccc3C)c2=O)cc1 | -2.3% | 8.5
CS(=O)c1ccccc1COC(=O)Nc1cccc(Cl)c1 (stereo unspecified) | -1.1% | -5.9
CC(=O)Nc1ccc(S(=O)(=O)NCC(=O)OCC(=O)NC(=O)c2cccn2C)cc1 | 3.3% | .
CN1CC2(Cc3c1ccc1ccccc31)C(=O)OC(C)(C)OC2=O | 2.0% | 5.9
COC(=O)C(=Nc1ccccc1)/C(C(=O)C(=O)N(C)c1ccccc1)=C(\O)c1ccc(Cl)cc1 | 1.4% | 1.2

Assay outcomes (PubChem)
